Screens: PubChem, several laboratories
HCV NS3 hel inh: inhibitors of Hepatitis C virus NS3 helicase; inhibition, % at 10.9 µM; AID 1800; 0.56% of 290,000 active; NS3 helicase DNA unwinding, Cy5 molecular beacon fluorescence;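 active = inhibition above the mean of all tested compounds plus 3 SD, set per campaign, cut at about 35% in these data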;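 note: 0% = DMSO wells and 100% = thioflavine S control wells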
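Material: hepatitis C virus NS3 helicase domain fragment enzyme; measured by: Cy5 fluorescence, 0 and 60 min reads; control set: DMSO and thioflavine S; incubation: 60 min unwinding reaction at 25 °C after ATP addition; read-out basis: % inhibition from 60/0 min fluorescence ratio, DMSO 0%, thioflavine S 100%; repeats: singlicate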
NALP1 inh: NALP1 inhibition; 0.61% of 280,000 active; inhibition, % at 10 µM; S. cerevisiae NALP1/ASC/caspase-1 growth, X-gal OD620, 72 h; AID 2071; in the data active = inhibition mostly above about 24%, no sharp cut-off; inactive = mostly below about 32%; note: some compounds called inactive have numbers as strong as hits
MEKK2wt PB1 HTS: raises or lowers MEK5 binding to wildtype human MEKK2 PB1 domain | bead flow cytometry, Alexa488-MEK5 binding to MEKK2 WT; actives lie on both sides | binding response (% of control), % at 10 µM | 1.1% of 290,000 active | AID 1531; in the data active = binding response below about 67% or above about 130%
VIM-2 inh: blocks Pseudomonas aeruginosa VIM-2 metallo-beta-lactamase; inhibition, % at 5.6 µM; purified VIM-2, nitrocefin hydrolysis, epi-absorbance fluorescence; 0.89% of 290,000 active;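 active = inhibition above the mean of all tested compounds plus 3 SD, cutoff set per screening run, cut at about 7.5% in these data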;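 note: red hydrolysis product quenches plate fluorescence so inhibitors raise well fluorescence; 0% = enzyme with DMSO and 100% = DMSO without enzyme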
IMP-1 inh: blocks Pseudomonas aeruginosa IMP-1 metallo-beta-lactamase | purified IMP-1, nitrocefin hydrolysis, epi-absorbance fluorescence | inhibition, % at 5.6 µM | AID 1556 | 0.45% of 290,000 active;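 active = inhibition above the mean plus 3 SD of all compounds in the same screening run, cut at about 4.5% in these data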;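 note: 0% = IMP-1 with DMSO and 100% = DMSO wells lacking enzyme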
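System – purified recombinant IMP-1 beta-lactamase · Input – IMP-1 dispensed at 0.2 nM · Timing – 15 min preincubation plus 25 min reaction at 25 °C · Signal – Epi-absorbance fluorescence, 480 nm excitation, 530 nm emission · Measure – percent IMP-1 inhibition derived from blank-referenced optical density · Controls – Enzyme-plus-DMSO low control, enzyme-free DMSO high control · Replication – singlicate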
FID counter: counter-screen for HCV NS3 helicase inhibitors: DNA intercalator displacement | inhibition, % at 7.9 µM | AID 1845 | 0.17% of 290,000 active | DNA fluorescent intercalator displacement, fluorescence; in the data active = inhibition above about 37%;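 note: 0% = vehicle and 100% = reference compound; higher means more ethidium bromide displaced from hairpin DNA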
MEKK2mut PB1 HTS: signal of MEK5 binding to mutant human MEKK2 PB1 domain | percent response, % at 10 µM | 0.35% of 290,000 active | bead flow cytometry, Alexa488-MEK5 binding to MEKK2 mutant; in the data active = percent response above about 24%, passing the limit was not always enough; note: inactives centre near 1; some results filed as inactive read as strong as hits
SUMO HTRF inh: SUMOylation inhibition. inhibition, % at 35 µM. 0.36% of 290,000 active. P63279. HTRF SUMOylation assay, SAE1/SAE2 + UBC9, in vitro; in the data active = inhibition above about 50%, passing the limit was not always enough; note: strong numbers were not always called active
Target sequence (P63279 whole entry, looked up): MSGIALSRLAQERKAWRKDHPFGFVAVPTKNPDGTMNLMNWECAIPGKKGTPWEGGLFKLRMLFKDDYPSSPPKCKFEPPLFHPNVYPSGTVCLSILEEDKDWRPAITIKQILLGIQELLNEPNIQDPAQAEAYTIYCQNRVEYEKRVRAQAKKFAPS
PfM18AAP inh: blocks P. falciparum M18 aspartyl aminopeptidase; inhibition, % at 7.35 µM; recombinant PfM18AAP, H-Glu-NHMec fluorogenic cleavage; 1.2% of 290,000 active;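 active = inhibition above the campaign mean inhibition over all tested compounds plus 3 SD, cut at about 28% in these data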;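 note: 0% = plate median of test compound wells and 100% = 2 mM ZnCl2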
Numbers without * were called inactive; / = no result given.

SMILES	HCV NS3 hel inh	NALP1 inh	MEKK2wt PB1 HTS	VIM-2 inh	IMP-1 inh	FID counter	MEKK2mut PB1 HTS	SUMO HTRF inh	PfM18AAP inh
Cn1ncc(Cl)c1C(=O)N1CCN(c2cccc(Cl)c2)CC1	-10	5	105	-1.4	0.4	-36	7	6	4
CCC(C)(C)C1CCC(NC(=O)N2CCN(c3ccccc3O)CC2)CC1 (centres undefined)	-7	16	103	-3.1	-1.7	-32	7	16	6
Cc1ccccc1NCC(=O)N/N=C\c1ccc([N+](=O)[O-])s1	-12	10	103	-4.0	-2.0	19	4	27	6
CCn1c(C)[n+](CCOC(C)=O)c2cc(Cl)c(Cl)cc21	-3	11	101	-3.3	-1.5	10	2	8	-2
COc1cccc(/C=N/Nc2nc(-c3cccnc3)nc3ccccc23)c1	-2	-2	96	-0.2	-3.8	-21	-6	14	-5
COC(=O)C(NC(C)=O)(Nc1nc2ccc(C)cc2s1)C(F)(F)F (centres undefined)	1	6	109	-0.2	-1.7	-3	0	9	-13
Cc1ccccc1NC(=O)CSc1nc(COc2ccccc2)nc2ccccc12	0	0	93	0.4	-1.5	-4	-1	6	1
CCOc1ccc(S(=O)(=O)N2CCN(c3ccc(OC)cc3)CC2)c2cccnc12	-7	-8	108	0.7	-1.6	-16	2	-25	4
COc1cc(NC(=O)Nc2ccc3c(c2)OCO3)cc(OC)c1OC	8	20	94	0.1	-1.6	3	-44	-4	0
COc1ccc(C2C(C(=O)c3cccs3)=C(O)C(=O)N2c2nnc(C)s2)cc1OC (centres undefined)	10	-6	94	27*	0.6	4	3	11	1
O=C(NCCc1ccccc1Cl)C1CC(=O)N(C2CCCCC2)C1 (centres undefined)	2	-1	100	-1.6	-2.9	-28	3	12	3
COc1ccc(CCNCC(O)COc2c(C)cccc2C)cc1OC (centres undefined)	-7	2	105	-4.6	-3.2	0	1	0	0
Cc1cc(C)cc(SCc2noc(C(=O)NCC3CCCO3)c2C(=O)O)c1 (centres undefined)	13	3	115	-0.7	-2.7	-33	8	0	-6
COc1ccccc1C(=O)NCCc1nc2ccccc2[nH]1	-4	6	100	-3.6	0.6	-5	1	16	1
Cc1ccsc1C(=O)N1CCCC(C(=O)c2cc(F)ccc2F)C1 (centres undefined)	-7	3	96	0.2	0.2	-12	-6	0	-6
Cc1cc(NC(=O)c2cc3ccccc3o2)ccc1NC(=O)c1ccccc1	12	7	101	-0.5	-1.1	-19	6	21	-13
CCOc1ccc2c(c1)C(NC(C)=O)C(=O)N2CCN1CCOCC1 (centres undefined)	-6	-8	103	-2.7	-5.2	5	12	57*	20
Cc1c(C(=O)Nc2cnccn2)oc2ccccc12	-3	1	92	1.0	-3.7	-2	-2	9	7
O=[N+]([O-])c1cc(S(=O)(=O)Nc2ccccc2)ccc1NCc1ccccc1	-9	25	95	-2.5	-5.2	6	-1	-21	9
CC(C)c1ccccc1N=C1SCCN1C1CCS(=O)(=O)C1 (centres undefined)	2	1	108	-0.7	-3.1	-14	4	-11	-12
O=C(NC(=S)Nc1ccccc1N1CCOCC1)c1ccccc1F	-1	19	103	-0.5	-1.9	-21	5	-1	7
CC[n+]1c(/C=C/N(C)c2ccccc2)n(-c2ccccc2)c2ccc(-c3nc4ccccc4s3)cc21	-32	46*	328*	0.2	4.0	41*	140*	14	1
Nc1nc(SCC(=O)Nc2cccc(S(=O)(=O)N3CCCCCC3)c2)n[nH]1	7	-9	97	-2.0	-1.6	-3	5	-19	-8
COc1ccc(N2C(=O)CC(N3CCN(c4ccccc4)CC3)C2=O)cc1 (centres undefined)	1	11	111	-1.8	-2.6	-14	12	4	1
O=C(COC(=O)c1cncc(Br)c1)NCc1ccccc1	-6	-5	97	-1.6	-4.8	-1	-5	15	-4
Cc1cc(C)n(C(C)CC(=O)Nc2ccc3c(c2)OCO3)n1 (centres undefined)	-5	9	102	-1.2	-1.7	-12	2	-21	3
CC(=O)CSc1ccc(-c2nc3cc(C)c(C)cc3[nH]2)cn1	-1	7	78	-2.3	-0.8	-12	-2	13	-3
CC(=O)c1ccc(S(=O)(=O)NCCc2cn3ccc(C)cc3n2)cc1	5	5	106	2.3	-1.9	-2	4	9	2
O=C1CCCC2=C1C(c1cccs1)n1nc(SCc3ccccc3)nc1N2 (centres undefined)	0	14	96	-4.8	-1.0	-8	-2	19	1
Cc1cc(OCCCN2CCN(Cc3ccccc3)CC2)ccc1[N+](=O)[O-]	-28	14	113	8.1*	-3.8	28	1	6	-9
Cc1nnc2sc(SCC(=O)Nc3nccs3)nn2c1=O	40*	15	99	-0.9	-6.3	-9	-2	0	17
O=C(Nc1ccccc1C(=O)NCC1CCCO1)c1ccccc1F (centres undefined)	2	9	101	-1.3	-3.4	-16	3	8	-4
O=C(Nc1ccc(-c2noc(COc3ccccc3Cl)n2)cc1)c1ccco1	-7	22	87	-1.1	-1.9	-1	-3	14	-1
C/C(CC(=O)Nc1cc(Cl)ccc1Cl)=N\NC(=O)c1ccccc1Br	10	-8	103	-3.2	-3.4	-9	8	13	-7
O=C(CSc1ccc2c(c1)OCCO2)Nc1cccc(S(=O)(=O)N2CCCCC2)c1	-1	24	120	-4.6	-0.9	-12	30	-20	-1
COc1ccc(C(=O)Nc2c3c(nn2-c2ccc([N+](=O)[O-])cc2)CS(=O)(=O)C3)cc1	4	1	92	-0.9	-3.2	0	0	16	3
O=C(CC(c1ccccc1)c1ccccc1)NCCO	1	5	106	-1.7	-3.7	1	5	6	0
CC(C)Cn1c(CCCNC(=O)c2ccco2)nc2ccccc21	-3	-7	100	-0.4	-0.7	-11	4	/	-9
COc1cc(C2CC(=O)Nc3ccccc3S2)cc(OC)c1OC (centres undefined)	-13	-1	101	0.6	-0.9	89*	-1	14	3
Fc1ccc(COc2ccccc2-c2ccnc3ncnn23)cc1	7	3	96	-4.1	1.0	-6	-10	22	0

Filtered by structure: the entries above with fluorine (five)
SMILES	HCV NS3 hel inh	NALP1 inh	MEKK2wt PB1 HTS	VIM-2 inh	IMP-1 inh	FID counter	MEKK2mut PB1 HTS	SUMO HTRF inh	PfM18AAP inh
COC(=O)C(NC(C)=O)(Nc1nc2ccc(C)cc2s1)C(F)(F)F (centres undefined)	1	6	109	-0.2	-1.7	-3	0	9	-13
Cc1ccsc1C(=O)N1CCCC(C(=O)c2cc(F)ccc2F)C1 (centres undefined)	-7	3	96	0.2	0.2	-12	-6	0	-6
O=C(NC(=S)Nc1ccccc1N1CCOCC1)c1ccccc1F	-1	19	103	-0.5	-1.9	-21	5	-1	7
O=C(Nc1ccccc1C(=O)NCC1CCCO1)c1ccccc1F (centres undefined)	2	9	101	-1.3	-3.4	-16	3	8	-4
Fc1ccc(COc2ccccc2-c2ccnc3ncnn23)cc1	7	3	96	-4.1	1.0	-6	-10	22	0

Next compounds
SMILES	HCV NS3 hel inh	NALP1 inh	MEKK2wt PB1 HTS	VIM-2 inh	IMP-1 inh	FID counter	MEKK2mut PB1 HTS	SUMO HTRF inh	PfM18AAP inh
C=CCOc1ccccc1/C=N/n1nnnc1N	0	12	101	2.0	-2.1	-6	8	15	2
Cc1cc(C)nc(NC(C)(C)C(=O)O)n1	-2	-1	90	-2.0	-2.5	5	-8	11	0
CN(C)c1cccc(C(=O)NNC(=O)CSc2ccccc2)c1	-5	10	104	-0.6	-2.4	-6	-2	9	3
Cc1cccc(C(c2c(C)nn(-c3ccccc3)c2N)c2c(C)nn(-c3ccccc3)c2N)c1	-10	/	82	-0.6	-0.9	-37	-2	-18	22
CC(/C=N/n1c(-c2ccco2)n[nH]c1=S)=C\c1ccco1	51*	22	108	6.9	-2.5	-16	7	64*	32*
O=C(CC(C(=O)O)c1ccccc1)Nc1cccc2ccccc12 (centres undefined)	7	15	97	0.7	-1.9	-3	0	17	-1
Cc1nnc(SCC(=O)N2CCOCC2)c2ccccc12	6	0	103	1.9	-1.4	-1	-2	9	13
Nc1ccc(N2CCN(CCCCN3C(=O)C4CCCN4C3=O)CC2)cc1 (centres undefined)	-31	6	112	25*	-2.5	-2	1	87	13
NC(=O)c1nsc(C(=O)N(c2cccc(O)c2)C(C(=O)NC2CCCC2)c2ccc(Cl)cc2)c1N (centres undefined)	15	0	95	-3.5	-4.6	-23	2	-4	7
CCN(CC)C(=O)C1CCN(Cc2ccc(OCc3ccccc3)cc2)CC1	-4	12	106	-2.5	-1.6	7	9	2	-2
Cc1ccc(-c2nc(C=Nc3ccccc3)c(O)o2)cc1	13	13	94	0.9	-2.6	-3	-3	-2	0
CCOC(=O)Cc1csc(NC(=O)/C=C/c2ccco2)n1	32	/	75	-1.8	-1.0	-32	-32	6	10
C/C(=N\NC(=O)Cc1cccn1C)c1ccco1	27	31	82	-0.4	0.4	-12	-6	16	14
CN(C(=O)CC1C(=O)NCCN1Cc1ccccc1F)C1CCOCC1 (centres undefined)	17	9	95	2.6	2.9	-10	-5	4	16
Cc1ccc(SC(C)c2nc(-c3ccncc3)no2)cc1 (centres undefined)	2	0	105	-0.3	-4.5	-17	3	-5	1
O=C(/C=C/c1ccc(F)cc1)Nc1ccc(S(=O)(=O)N2CCOCC2)cc1	-1	1	102	-1.9	-6.6	-10	6	1	-5
CCN(CC)C(=O)c1ccc(-c2nnc(Nc3cccc(O)c3)c3ccccc23)cc1	-7	19	96	3.2	0.9	-38	-1	2	-17
COC(=O)C1C(O)=C(C=NC2CCCCC2)C(=O)CC1(C)C (centres undefined)	-1	16	95	-2.6	-2.9	-6	-4	6	-1
Cc1ccc(-c2ccc(C)c(N)c2C)c(C)c1N	1	7	104	-1.7	-2.8	-1	3	13	0
CCN=C1NN=C(c2cc(C)n(CCc3ccccc3)c2C)CS1	-3	10	130	-1.9	-2.4	-13	12	-3	7
CCc1ccc(C(=O)COC(=O)c2ccc(Cl)nc2)cc1	4	5	90	-0.4	0.4	-8	-5	1	-8
CCOC(=O)C1(C)C=C(Nc2ccc(C)cc2)C(=O)N1c1ccc(C)cc1 (centres undefined)	1	-2	96	0.0	-0.1	-4	-4	7	-3
CC1CCCCN1S(=O)(=O)c1ccc2c(c1)CCN2C(=O)C1CCC1 (centres undefined)	4	5	/	-2.3	-5.2	-4	/	-11	-3
Cc1ccc(C[n+]2cc(-c3ccc(Cl)cc3)n3c2CCC3)cc1	-4	6	104	-1.6	-3.0	5	-10	16	-5
Cc1nnc(SCC(=O)Nc2nc(-c3ccc(F)cc3)cs2)[nH]c1=O	-1	1	103	-6.5	-5.2	3	0	4	3
Cc1cc(NC(=O)CSc2nc3ccsc3c(=O)n2NC(=O)c2ccccc2)no1	3	-18	99	-0.4	-0.9	0	7	-2	-10
Cc1ccc(-c2[nH]c(=S)[nH]c(=O)c2C#N)cc1	-2	-6	99	-2.1	-1.9	-11	-4	12	3
Cc1ccc(CNC(=S)N2CCOCC2)cc1	0	2	93	-2.4	-2.5	0	-7	-6	0
O=C(NCCc1ccccc1)C1CCN(S(=O)(=O)N2CCC3(CC2)OCCO3)CC1	-2	33	113	-4.7	-6.4	-10	8	9	-9
CCOc1ccc(NC(=O)CN(Cc2ccccc2)S(C)(=O)=O)cc1	-14	-45	95	0.2	1.9	-13	4	1	-3

No enrichment for hits; any-hit rate near 4.7%.
